# C8 TRAIL sens: sensitizes caspase-8 expressing cells to TRAIL | NB7+C8 cells + TRAIL, ATPlite viability luminescence | inhibition (viability loss, TRAIL sensitization), % at 10 µM | actives 1% (n = 360,000) | AID 624354;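 active = compounds causing at least 50% loss of cell viability in the single-dose screen, relative to plate controls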
# NCOA1 inh: inhibitors of human steroid receptor coactivator 1 (SRC1) | Q15788 | HEK293 GAL4-SRC1 luciferase reporter, luminescence | inhibition, % at 3.6 µM | actives 0.12% (n = 360,000) | AID 588354;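 active = inhibition above the campaign mean plus 3 SD, with each screening campaign given its own cutoff, cut at about 60% in these data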;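 also: 0% = DMSO treated cells and 100% = gossypol at 36 µM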
# LRH-1 inv ag: NR5A2 inverse agonism in reporter assay; AID 602396; O00482; HEK293T StAR-luciferase reporter, LRH-1 transfected, 24 h; actives 0.13% (n = 360,000); inhibition, % at 3.6 µM;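 active = inhibition above the mean inhibition of all tested compounds plus 3 SD, cut at about 73% in these data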;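 also: 0% = DMSO wells and 100% = reporter-only cells lacking LRH-1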
# Target sequence (O00482 whole entry, looked up): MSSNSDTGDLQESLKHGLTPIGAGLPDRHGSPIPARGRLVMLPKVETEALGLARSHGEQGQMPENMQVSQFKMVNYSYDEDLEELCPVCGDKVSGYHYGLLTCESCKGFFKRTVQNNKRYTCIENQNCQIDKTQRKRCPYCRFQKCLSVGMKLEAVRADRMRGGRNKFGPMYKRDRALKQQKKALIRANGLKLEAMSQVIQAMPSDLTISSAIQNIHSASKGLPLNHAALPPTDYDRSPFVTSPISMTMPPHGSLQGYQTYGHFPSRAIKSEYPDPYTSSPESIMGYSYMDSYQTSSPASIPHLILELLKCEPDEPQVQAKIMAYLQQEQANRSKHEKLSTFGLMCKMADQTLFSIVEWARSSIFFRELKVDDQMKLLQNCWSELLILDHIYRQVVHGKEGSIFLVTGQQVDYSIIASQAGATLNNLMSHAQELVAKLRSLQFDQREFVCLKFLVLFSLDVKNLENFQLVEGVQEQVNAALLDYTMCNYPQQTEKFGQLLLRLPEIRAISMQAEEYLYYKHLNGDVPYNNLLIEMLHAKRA
# TROY NFkB inh: blocks TROY-dependent signaling in reporter cells; Q293 LMP1-TROYcd NF-kB luciferase reporter, 4 h; inhibition, % at 10 µM; actives 0.98% (n = 360,000);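 active = compounds whose plate-normalised and pattern-corrected inhibition of the luciferase reporter signal at the single screening dose is 50% or more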
# TWEAK-Fn14 inh: TWEAK-Fn14 signaling inhibition. TWEAK-stimulated Fn14 reporter cells, luciferase luminescence, 8 h. inhibition, % at 10 µM. actives 2% (n = 360,000); in the data active = inhibition above about 50%
# SRC3 inh: human NCOA3 inhibition. Q9Y6Q9. HEK293 GAL4-SRC3 luciferase reporter, luminescence. inhibition, % at 3.6 µM. actives 0.17% (n = 360,000);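 active = inhibition above a per-campaign cutoff, the mean of all compounds plus 3 SD, cut at about 60% in these data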;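 also: 0% = DMSO-treated cells and 100% = gossypol-treated cells at 36 µM; higher means less SRC3-driven luciferase light from the GAL4 reporter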
# Shn3 3UTR inh: reduces Shn3 3'UTR luciferase signal in osteoblasts; Clone20 osteoblast Shn3 3'UTR firefly luciferase, 24 h; inhibition, % at 12.5 µM; actives 0.52% (n = 360,000); AID 588674;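 active = mean inhibition of at least 75% with every replicate also reaching 75%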;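 also: 0% = median of neutral control wells and 100% = pilot-screen positive control compound; some compounds past the cut are filed as inactive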
# KKLEB tox: counter-screen for CF NF-kB inhibitors: cytotoxicity | activity change (cytotoxicity), % at 5 µM | actives 0.36% (n = 360,000) | KKLEB CF airway cells viability, ATPlite luminescence, overnight; stronger effect = lower value; cells stimulated with P. aeruginosa culture filtrate | AID 602141;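 active = corrected activity change at or below -50% at 5 µM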
# EBV LMP1 NFkB: reduces LMP1-driven NF-kappaB luciferase signal | LMP1-induced NF-kappaB luciferase reporter cells, luminescence | inhibition, % at 12.5 µM | actives 0.69% (n = 350,000) | AID 504558; in the data active = inhibition above about 41%;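 also: 0% = neutral control wells and 100% = reference inhibitor control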
# NR2F2 inh: NR2F2 (human) inhibition, primary screen; actives 0.7% (n = 370,000); inhibition, % at 8.6 µM; HEK293T NGFI-A luciferase reporter, luminescence; P24468;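 active = inhibition above a per-plate cutoff, mean inhibition of test wells between control levels plus 3 SD, cut at about 38% in these data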;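 also: cells cotransfected with COUP-TFII expression vector driving the NGFI-A reporter; 0% = median of COUP-TF2 test wells and 100% = reporter-only cells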
# Target sequence (P24468 whole entry, looked up): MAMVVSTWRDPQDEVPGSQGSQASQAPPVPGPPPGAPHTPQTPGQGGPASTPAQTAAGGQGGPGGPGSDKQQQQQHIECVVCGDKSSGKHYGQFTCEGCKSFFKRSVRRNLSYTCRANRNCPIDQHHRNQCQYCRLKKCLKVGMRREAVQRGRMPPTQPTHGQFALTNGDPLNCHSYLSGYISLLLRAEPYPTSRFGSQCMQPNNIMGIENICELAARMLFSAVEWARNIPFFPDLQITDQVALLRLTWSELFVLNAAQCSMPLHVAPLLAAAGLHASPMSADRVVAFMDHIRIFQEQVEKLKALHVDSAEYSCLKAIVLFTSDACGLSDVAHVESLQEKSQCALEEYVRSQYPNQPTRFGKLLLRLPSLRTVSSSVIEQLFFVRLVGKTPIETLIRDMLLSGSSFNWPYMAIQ
# CF NFkB block: cystic fibrosis NF-kB activation inhibition; inhibition, % at 5 µM; AID 588850; actives 0.86% (n = 360,000); KKLEB NF-kB-GFP reporter, PAF-induced, GFP fluorescence overnight;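 active = at least 50% inhibition at 5 µM, scaled per plate between neutral and stimulator controls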;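 also: PAF is a Pseudomonas aeruginosa culture filtrate used as stimulus; plate controls were PAF-stimulated DMSO wells for no effect and unstimulated DMSO wells for full effect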
# * hit, by the source's call; . = no result given.
SMILES,C8 TRAIL sens,NCOA1 inh,LRH-1 inv ag,TROY NFkB inh,TWEAK-Fn14 inh,SRC3 inh,Shn3 3UTR inh,KKLEB tox,EBV LMP1 NFkB,NR2F2 inh,CF NFkB block
CCCOC(=O)c1ccc(NC(=O)c2cnccn2)cc1,-1,-38,-76,-54,-8,-52,-55,-4,-14,-20,-14
COc1ccc(N2CC(C(=O)N3CCN(c4ccccc4OC)CC3)CC2=O)cc1 (stereo not drawn),-6,6,0,-7,-3,-4,8,16,9,21,2
O=C(COc1ccccc1)NCC(c1ccco1)N1CCN(c2ccc(F)cc2)CC1 (stereo not drawn),13,15,-1,-8,-2,-5,-4,8,6,12,21
CCCOc1cccc(C(=O)N(Cc2ccc(OC)c(OC)c2)C2CCS(=O)(=O)C2)c1 (stereo not drawn),1,2,-3,-15,-3,6,-3,6,-16,1,0
COC(=O)CSc1nnc(CNC(=O)c2ccc(S(=O)(=O)N3CCCCC3)cc2)n1C,-1,0,-9,8,0,-2,13,-3,3,5,4
Cc1ccc2cc(C#N)c(N3CCCN(C(=S)NCCCN(C)C)CC3)nc2c1,-1,1,6,1,-8,-16,13,-7,1,4,5
Cc1cccc(NC(=O)c2cc(S(=O)(=O)N3CCCC3)cn2C)c1,-6,-13,29,20,26,15,5,13,-9,-14,-25
O=C(NCc1ccccc1)c1ccc(CN2CCOCC2)cc1,7,-7,-2,7,9,17,-7,1,6,5,4
CCCCOCCCNC(=O)C1CCCCC1,18,-7,13,-7,3,15,-26,13,7,-11,-5
CC(=O)COc1ccc2c(C)c(-c3ccccc3)c(=O)oc2c1,22,-70,-16,-38,-21,-51,-49,12,-18,-48,-3
O=C(NNc1ccc([N+](=O)[O-])cc1)Nc1ccccc1,12,-23,7,-4,-15,-13,-6,-4,-1,-9,3
O=C1C2C3C=CC(CNS(=O)(=O)c4ccccc4)(O3)C2C(=O)N1c1ccc(Cl)cc1 (stereo not drawn),-15,-10,19,9,-2,4,-9,-3,-6,4,32
CCOC(=O)N1CCN(S(=O)(=O)c2ccc(C)cc2)CC1,5,6,4,18,77*,-27,10,12,-6,2,-6
C/C(=N\O)c1cc(Cl)ccc1O,-6,-5,-1,4,-13,12,.,16,1,-13,4
Cc1c(C(=O)NC(=S)Nc2ccccc2N2CCCC2)cccc1[N+](=O)[O-],0,-1,14,8,14,-1,15,1,4,0,8
C#CC1(NC(=S)Nc2cccc(OC)c2)CCCCC1,-4,-45,-41,-20,-7,-19,27,-2,6,-17,3
N#CCSc1nnc(C2CCCCC2)n1Cc1ccccc1,-1,-58,15,-16,-4,14,6,0,-13,3,-1
O=C1CC(c2ccccc2)CC(O)=C1C=Nc1ccccc1 (stereo not drawn),21,10,0,-40,-3,11,2,-3,-13,8,-9
Cc1cccc(CCNC(=O)CNS(=O)(=O)c2ccc3nc(C)sc3c2)c1,2,-1,7,4,9,6,-2,-5,-3,1,-2
CCN1CCN(CCCN(Cc2ccco2)C(=S)Nc2ccc(C)c(Cl)c2)CC1,-26,-8,-1,-21,9,6,10,-1,7,-20,25
C[C@@H](c1ccccc1)N1C[C@@H](COCc2ccccc2)Oc2cc(N3CCC[C@@H]3CO)ccc2S1(=O)=O,-21,.,-31,-11,4,.,.,.,.,21,.
c1ccc(-c2nc(-c3ccco3)cs2)nc1,-7,-19,-3,-27,13,-49,-54,6,-29,-11,-4
Cc1ccc(S(=O)(=O)N/N=C/c2ccc(O)cc2O)cc1[N+](=O)[O-],3,-97,-68,-59,-12,-20,-12,-1,-1,-24,8
C=CCC1(NCc2ccco2)CCN(CC)CC1,5,8,8,-6,0,10,5,7,3,-17,3
CC(C)[C@H](NC(=O)N1CC(=O)Nc2ccccc21)C(=O)N1CCC[C@H]1C(=O)O,11,-2,-27,5,-8,24,18,7,-3,-6,-3
O=C(CN1CCOC1=O)N1CCCC(N2CCN(c3cccc(C(F)(F)F)c3)CC2)C1 (stereo not drawn),-14,5,10,-14,20,1,3,10,-2,0,-7
Cn1cc(/C=C(\NC(=O)c2ccccc2Cl)C(=O)NCCCn2ccnc2)c2ccccc21,0,-1,15,-3,0,21,-17,-5,1,-2,18
COc1ccc(CC(=O)N(Cc2ccccc2)c2ccc(C)cc2)cc1OC,9,-7,17,-7,0,26,-6,-10,-8,10,9
CNC(=O)c1cc2cccc(OC)c2oc1=O,-8,8,12,-3,1,22,-3,2,-1,-9,7
Cc1c2cnn(CC(=O)NCc3ccccn3)c(=O)c2c(C)n1Cc1ccccc1,11,2,1,5,10,1,14,-4,7,16,4
COc1ccc(C)cc1NC(=O)C1C2C=CC(C2)C1C(=O)O (stereo not drawn),-16,15,2,11,14,-10,-3,3,2,2,-7
Cc1cc2nc(C(C)(C)C)c(Cc3ccccc3)n2c(C)c1Br,29,3,28,8,14,14,-7,-9,.,9,29
CCOC(=O)O[C@]1(C(=O)COC(=O)CC)CC[C@H]2[C@@H]3CCC4=CC(=O)C=C[C@]4(C)[C@H]3[C@@H](O)C[C@@]21C,-10,-17,-19,14,8,-59,9,9,13,-19,77*
O=C1c2ccccc2C(=O)N1CC(O)COc1ccccc1Cl (stereo not drawn),2,-5,-27,-79,-15,-29,-8,5,-1,-22,-19
O=c1[nH]c(N2CCN(Cc3ccccc3)CC2)nc2c1CCC2,-13,-10,7,10,6,-1,12,4,2,7,-13
COc1ccc(NC(=O)CSc2ccc(-c3sc(C)nc3C)nn2)cc1OC,-11,-2,2,17,17,7,-2,-1,3,-17,0
CC(C)(C)c1ccc(S(=O)(=O)N2CCN(CC(=O)N3CC(=O)Nc4ccccc43)CC2)cc1,-2,11,21,13,-16,11,-2,1,-2,6,18
O=C(Nc1ccc(Cl)cc1)C1CC2CCCC(C1)C2=O (stereo not drawn),-8,3,0,-16,2,-2,-6,6,-6,-12,19
Cc1ccc(C(C)C)c(OCC(=O)NN=C2CCCC(=O)C2)c1,-21,0,3,0,9,-10,-11,9,-6,5,11
Cc1ccc(S(=O)(=O)N2CCc3ccccc3C2)cc1,3,8,13,-8,8,2,19,1,-2,-6,-10
CCOC(=O)c1c(NC(=O)COc2ncnc3ccccc23)sc(C)c1C,-2,8,19,8,7,3,36,-16,-2,-6,16
COc1ccc([C@@H]2[C@@H]3C(=O)N(C(C)(C)C)C(=O)[C@@H]3[C@]3(C)C(=O)N(c4cccc(Cl)c4)C(=O)N23)cc1,7,-3,5,11,10,-12,-15,14,3,6,-13
O=[N+]([O-])c1ccc(Cl)c(S(=O)(=O)Nc2ccc(-c3ccc(N4CCCC4)nn3)cc2)c1,-2,-23,-21,-24,-63,-13,-23,-12,-10,-27,14
Cc1nc(Nc2ccc(F)cc2)[nH]c(=O)c1CCC(C)C,-5,-1,2,-1,13,12,34,-5,5,-14,12
Cc1ccc(-c2nc(SC(C)C(=O)NC3CC3)n[nH]2)cc1 (stereo not drawn),-10,4,-10,1,14,1,10,-3,2,-24,-2
O=C(CCC1CCCC1)Nc1cccc(Cc2ccncc2)c1,-5,8,-17,-11,14,-5,-4,4,-5,18,-6
O=C(O)COc1ccccc1C=NNC(=O)c1ccc(NS(=O)(=O)c2cccs2)cc1,3,-13,-35,-40,-14,-30,-20,-9,-1,-11,18
CCOc1ccc(NC(=O)C2CC(=O)N(C(C)C)C2)cc1 (stereo not drawn),-3,-15,-1,-4,-2,-3,0,8,-3,-5,-8
COC(=O)c1ccc(NC(=O)CN(c2ccc(OC)cc2)S(C)(=O)=O)cc1,29,-55,-75,-84,-17,-60,-34,4,-34,-23,-9
COc1ccc(C(=O)N2CCN(c3ccc(NC(=O)Cc4ccccc4)cc3)CC2)cc1,-3,-15,15,12,-10,5,11,7,-4,-8,-36
CC(C)C[C@H]1CN(CCCC[C@H]2CNC(=O)C(=O)N2CCc2ccc(O)cc2)C(=O)C(=O)N1CCc1ccccc1,-10,.,4,11,0,.,.,.,.,2,.
Fc1ccc(F)c(C2=NNC(=Nc3ccccc3F)SC2)c1,15,-119,-105,-36,15,-85,36,3,-130,-40,-17
Cc1cc(C(=O)OCC(=O)NC2CCCCC2C)c2ccccc2n1 (stereo not drawn),10,-25,13,5,0,19,20,-24,7,-7,14
Cc1ccc(OCc2cc(C(=O)NCc3cc(F)ccc3C)no2)cn1,-30,-11,-27,6,3,-1,18,-11,-1,17,-11
NC(COCc1ccccc1)c1csc(Nc2ccc(C(=O)NCCO)cc2)n1 (stereo not drawn),-5,11,0,7,-53,0,18,5,.,7,-35
CCCCOc1ccc(C2C(C(=O)c3ccc(C)o3)=C(O)C(=O)N2Cc2ccco2)cc1 (stereo not drawn),-19,-6,11,-9,4,8,2,42,-4,-4,-48
O=C(COC(=O)c1nc(Cl)ccc1Cl)c1ccccc1Cl,-6,-5,-10,-23,-7,-16,8,8,4,-9,14
COC(=O)C1=C(C(=O)OC)[C@@H]2N(Cc3ccccc3)c3ccccc3[C@@]23C[C@@H](C(=O)OC)N(C(=O)CC(C)C)C3=N1,-1,-10,-16,-17,9,-2,-7,-4,5,21,1
COc1cc(-c2nnc(SC(C)C(=O)Nc3c(C)n(C)n(-c4ccccc4)c3=O)o2)cc(OC)c1OC (stereo not drawn),-17,0,-21,-35,-15,-25,1,-9,-1,9,9
CC1(OC(=O)C2CCCC2)C(=O)C=C2C=C(c3ccsc3)N(c3ccccc3)C=C2C1=O (stereo not drawn),-19,-12,-6,-4,-5,-10,-3,-8,-4,3,5

# Grouped by structure, the compounds so far with an NH in an aromatic ring (three)
SMILES,C8 TRAIL sens,NCOA1 inh,LRH-1 inv ag,TROY NFkB inh,TWEAK-Fn14 inh,SRC3 inh,Shn3 3UTR inh,KKLEB tox,EBV LMP1 NFkB,NR2F2 inh,CF NFkB block
O=c1[nH]c(N2CCN(Cc3ccccc3)CC2)nc2c1CCC2,-13,-10,7,10,6,-1,12,4,2,7,-13
Cc1nc(Nc2ccc(F)cc2)[nH]c(=O)c1CCC(C)C,-5,-1,2,-1,13,12,34,-5,5,-14,12
Cc1ccc(-c2nc(SC(C)C(=O)NC3CC3)n[nH]2)cc1 (stereo not drawn),-10,4,-10,1,14,1,10,-3,2,-24,-2

# Continued:
SMILES,C8 TRAIL sens,NCOA1 inh,LRH-1 inv ag,TROY NFkB inh,TWEAK-Fn14 inh,SRC3 inh,Shn3 3UTR inh,KKLEB tox,EBV LMP1 NFkB,NR2F2 inh,CF NFkB block
COC(=O)c1ccccc1NC(=O)N1CCN(c2ccc(F)cc2)CC1,-4,18,14,7,-19,7,9,13,0,16,2
COCCCNC(=O)c1c(N)n(/N=C/c2cccnc2)c2nc3ccccc3nc12,10,15,-3,-11,26,15,-2,-4,13,15,-31
COc1cccc(-c2csc(/C(C#N)=C/Nc3cc4oc5ccccc5c4cc3OC)n2)c1,-39,14,-9,12,-12,11,-7,16,-3,16,-12
CCCNC(=O)C1=C(C)C(=O)OC12CCC(C)CC2 (stereo not drawn),0,12,8,6,1,-12,-15,1,-2,13,2
O=C(CCCc1ccccc1)Nc1ccnn1C1CCN(Cc2ccccc2F)CC1,9,-7,16,0,0,-7,14,-10,-4,0,14
CC(C)c1cccc(OCC(=O)Nc2ccc(S(=O)(=O)Nc3ccccn3)cc2)c1,2,-5,-22,6,17,-16,22,-7,0,16,5

# High-throughput results as filed in PubChem.

# The list is partial; count on the stated rates, not on these rows.
